# Source: PubChem (National Center for Advancing Translational Sciences (NCATS))
# AMA1-RON2 inh – qHTS for Inhibitors of AMA1-RON; Towards Development of Antimalarial Drug Lead: Primary Screen; AlphaScreen AMA1-biotinylated RON2 peptide binding; AID 720542, 2013; Plasmodium falciparum AMA1 (3D7) - RON2 peptide interaction; 360,000 compounds, 0.2% hits; Potency, µM (series often up to 58.2 µM), without a hit: top-dose activity change, negative = inhibition, actives largely listed as inhibitors;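 note: potency is the fitted concentration of half-maximal effect; 0% = vehicle wells and -100% = peptide control; nearly all actives have a fitted effect of over 45% in size; some results filed as inactive show a strong effect at the top dose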
#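 AMA1 (3D7) with his tag at 25 nM final met compounds first, then biotinylated RON2 peptide at 25 nM; detection used donor plus acceptor beads, 10 µg/mL apiece, read by AlphaScreen after 30 min at room temperature.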
# HCMV antiviral – qHTS Assay for inhibitors of the human cytomegalovirus (HCMV) | activity change, negative = inhibition, % at 57.5 µM | HFF cells, HCMV-luciferase reporter, 72 h; hits give low values | 410,000 compounds, 4.5% hits | AID 1259415, 2018; in the data active = activity change below about -60%; inconclusive = no clear call, values can overlap the other calls; inactive = above about -39%
#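 Luciferase read-out from HCMV-luciferase-infected HFFs (MOI 1 PFU/cell) 72 h post infection at 37C; compounds added after 16 h cell attachment; activity normalized between buffer-only basal and Salinomycin (10uM) inhibitor controls.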
# LmPK inh – qHTS Assay for Inhibitors of Leishmania Mexicana Pyruvate Kinase (LmPK) | purified LmPK, Kinase-Glo ATP luminescence, 1 h | 290,000 compounds, 0.37% hits | Potency, µM (series often up to 57.5 µM), without a hit: top-dose activity change, negative = inhibition, most hits filed as inhibitors | Q27686 | AID 1721, 2009; note: potency is the fitted concentration of half-maximal effect
# Target sequence (Q27686 whole entry, looked up): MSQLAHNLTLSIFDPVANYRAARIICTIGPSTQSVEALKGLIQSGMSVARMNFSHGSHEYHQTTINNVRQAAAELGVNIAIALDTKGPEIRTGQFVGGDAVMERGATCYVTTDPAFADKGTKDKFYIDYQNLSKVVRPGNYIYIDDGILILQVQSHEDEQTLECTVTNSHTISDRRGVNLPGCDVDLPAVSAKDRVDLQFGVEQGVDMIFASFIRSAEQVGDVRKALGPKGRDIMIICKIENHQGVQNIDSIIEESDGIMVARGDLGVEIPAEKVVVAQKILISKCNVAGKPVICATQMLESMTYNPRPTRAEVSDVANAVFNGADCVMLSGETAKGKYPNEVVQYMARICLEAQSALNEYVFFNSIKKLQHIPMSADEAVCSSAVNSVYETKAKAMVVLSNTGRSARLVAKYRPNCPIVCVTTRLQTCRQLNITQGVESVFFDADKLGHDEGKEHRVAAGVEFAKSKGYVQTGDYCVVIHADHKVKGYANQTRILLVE
#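 ATP generated from ADP (0.1 mM) and PEP (0.5 mM) by 0.1 nM LmPK over 1 h at room temperature (pH 7.2 imidazole buffer) was detected by coupled luciferase luminescence. Values were normalized to uninhibited and no-enzyme wells.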
# AmpC inh no detg – qHTS Inhibitors of AmpC Beta-Lactamase (assay without detergent); Potency, µM (series often up to 57.1 µM), inactives show at the highest dose activity change, negative = inhibition, actives largely listed as inhibitors; AID 485341, 2010; AmpC nitrocefin hydrolysis, absorbance 480 nm, 0.0001% Triton; P00811; 330,000 compounds, 0.52% hits;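 note: potency is the fitted concentration of half-maximal effect; plate controls were no compound for no effect and no enzyme for full effect; nearly all actives have a fitted effect of over 20% in size; some results filed as inactive show a strong effect at the top dose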
# Target sequence (P00811 whole entry, looked up): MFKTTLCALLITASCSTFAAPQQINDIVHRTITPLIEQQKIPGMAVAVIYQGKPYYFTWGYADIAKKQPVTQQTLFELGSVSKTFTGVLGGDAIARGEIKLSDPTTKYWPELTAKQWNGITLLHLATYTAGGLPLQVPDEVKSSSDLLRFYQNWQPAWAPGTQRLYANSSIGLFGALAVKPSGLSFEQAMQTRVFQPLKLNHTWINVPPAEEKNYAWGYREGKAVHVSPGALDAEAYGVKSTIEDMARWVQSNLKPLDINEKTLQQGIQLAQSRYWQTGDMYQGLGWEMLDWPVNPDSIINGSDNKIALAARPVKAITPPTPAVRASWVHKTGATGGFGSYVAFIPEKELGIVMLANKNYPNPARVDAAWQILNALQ
#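 20 mM phosphate pH 7.0 + 0.01% (detergent screen) or 0.0001% Triton X-100; 5.3 nM AmpC reagent; cpd preinc 15 min RT; nitrocefin (800 uM stock) to start; A480 q20 s × 4 min; Activity was normalised to no-enzyme and no-compound control wells.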
# TbPYK inhibitor – qHTS of Trypanosoma Brucei Inhibitors; Potency, µM (titrated, usually from 76.8 µM), for the others: at the highest dose activity, negative = inhibition, actives largely listed as inhibitors; AID 624173, 2012; TbPYK enzyme, Kinase-Glo Plus ATP luminescence, 45 min; pyruvate kinase (Trypanosoma brucei), Q57TT1; 410,000 compounds, 0.12% hits; note: potency is the fitted concentration of half-maximal effect; nearly all actives have a fitted effect of over 50% in size
#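 T. brucei PYK with substrate was exposed to pin-transferred compounds across a concentration series, then started with 130 uM ADP (final). After 45 min at room temperature, Kinase-Glo Plus luminescence was read, normalized and curve-fitted.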
# AmpC detergent – qHTS Inhibitors of AmpC Beta-Lactamase (assay with detergent); 370,000 compounds, 0.041% hits; P00811; AmpC hydrolysis of nitrocefin, absorbance 480 nm, 0.01% Triton; Potency, µM (doses to about 114 µM), for inactives: at the top dose activity change, negative = inhibition, hits mostly inhibitors;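 note: potency is the fitted concentration of half-maximal effect; 0% = no-compound wells and -100% = no-enzyme wells; nearly all actives have a fitted effect of over 25% in size; some results filed as inactive show a strong effect at the top dose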
#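 AmpC (5.3 nM in the dispensed reagent) in 20 mM phosphate pH 7.0 with 0.01% (detergent screen) or 0.0001% Triton X-100 was preincubated with compounds for 15 min at room temperature. Nitrocefin was then added from an 800 uM solution, and hydrolysis was followed at 480 nm.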
# Sm TGR inh – qHTS Assay for the Inhibitors of Schistosoma Mansoni Peroxiredoxins; 360,000 compounds, 3% hits; purified TGR, DTNB reduction, TNB absorbance 405 nm; Potency, µM (top dose mostly 114 µM), for the others: at the highest dose activity change, negative = inhibition, actives largely listed as inhibitors; AID 485364, 2010; Schistosoma mansoni thioredoxin glutathione reductase (TGR), Q962Y6; note: potency is the fitted concentration of half-maximal effect; nearly all actives have a fitted effect of over 60% in size
#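 Kinetic colorimetric format: TGR-catalysed, NADPH-driven DTNB reduction monitored via TNB absorbance. Enzyme dispensed at 20 nM; compound exposure 15 min at room temperature before reaction start.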
# * hit, by the source's call; ? = inconclusive; . = not tested or not shown; [ ] = dose if it differs, or a comment. Unless noted, calls come from the whole dose curve; as a rule, active = well fitted curve in the direction sought with a large enough effect; inconclusive = small, poorly fitted or top-dose-only effect, or another doubt; inactive = no such curve, though single readings can be large; an effect the other way counts as inactive or inconclusive. Unless noted, % is set by controls: 0 for no effect and ±100 for the full control effect.
# Preview (3 entries):
SMILES,AMA1-RON2 inh,HCMV antiviral,LmPK inh,AmpC inh no detg,TbPYK inhibitor,AmpC detergent,Sm TGR inh
CC(=O)/C(N=Nc1ccc(C(=O)O)cc1)=C(\C)O,4%,7,?,-10%,-13%,1%,2%
Cc1cccc(CC2S/C(=N/c3ccccn3)NC2=O)c1 (stereo not given),9%,-65*,1%,-10%,0%,2%,-4%
CN(C)/C=N/NC(=O)C1Cc2c(ccc3ccccc23)O1 (stereo not given),86%[activator],29,0%,-4%,-1%,-1%,-1%

# All compounds of this part (from the top)
SMILES,AMA1-RON2 inh,HCMV antiviral,LmPK inh,AmpC inh no detg,TbPYK inhibitor,AmpC detergent,Sm TGR inh
CC(=O)/C(N=Nc1ccc(C(=O)O)cc1)=C(\C)O,4%,7,?,-10%,-13%,1%,2%
Cc1cccc(CC2S/C(=N/c3ccccn3)NC2=O)c1 (stereo not given),9%,-65*,1%,-10%,0%,2%,-4%
CN(C)/C=N/NC(=O)C1Cc2c(ccc3ccccc23)O1 (stereo not given),86%[activator],29,0%,-4%,-1%,-1%,-1%
Cc1ccc(C)c(NNC(N)=S)c1,19%,51,5%,-23%,-4%,-10%,-11%
CCc1ccc(-n2c(=O)c3sc4ccccc4c3n(CC(=O)NCc3ccccc3)c2=O)cc1,.,-5,.,.,-7%,-9%,1%
CCOC(=O)CC(NC(=O)c1ccccc1)c1ccc(OC)cc1 (stereo not given),8%,4,-8%,12%,6%,4%,4%
O=C(Cc1cccs1)Nc1ccc(-c2nnc(-c3ccccc3)o2)cc1,0%,-16,.,.,4%,.,.
CC1(C)OC(=O)C2=C(C[C@@H](CCc3ccccc3)O[C@@H]2c2ccc(F)cc2)O1,1%,-9,.,.,0%,.,.
CCOC(=O)CC(=O)CSc1nc(C)cc(-c2cccnc2)c1C#N,-2%,?,-2%,-11%,-5%,-14%,?
CCOc1ccc(C2C3=C(CCCC3=O)N(CC(=O)O)C3=C2C(=O)CCC3)cc1,0%,-24,-3%,-1%,-19%,-18%,45µM*
CCc1[nH]c(C(=O)O)c(C)c1C(=O)OC,1%,0,-3%,-8%,1%,5%,-11%
c1ccc(Cc2cc[n+](Cc3ccccc3)cc2)cc1,15%,?,3%,-1%,-2%,2%,-5%
Nc1ncnc2c1ncn2CCN1CCCCC1,2%,-1,-9%,-11%,0%,1%,-16%
CCN=C1SC(CC(=O)NCC)C(=O)N1CC (stereo not given),1%,-5,4%,-7%,1%,-6%,-13%
O=C1OC(c2ccccc2)=CC1=Cc1ccccc1O,8%,33,.,.,0%,.,.
Cc1[nH]c2ccc(OC(F)(F)F)cc2c1CCNCc1cccc([N+](=O)[O-])c1,?,?,1%,16%,-3%,2%,-13%
CNCC(C)COc1ccccc1OCc1ccccc1 (stereo not given),-2%,-35,3%,20%,-8%,?,6%
Cn1c(SCC(=O)N2CCOCC2)nnc1-c1ccco1,0%,16,-7%,-9%,0%,-6%,-8%
O=C(c1cccc(S(=O)(=O)Nc2ccccc2Cl)c1)N1CCC1,-5%,29,.,-16%,3%,?,0%
O=C(CS(=O)CC(=O)Nc1ccc(Cl)cc1)NCC1OCCc2ccccc21 (stereo not given),-3%,15,10%,19%,0%,13%,-20%
Nc1nc(Nc2cccc(F)c2)nc(N2CCOCC2)c1[N+](=O)[O-],-2%,20,-1%,-19%,3%,0%,5%
O=C(Nc1ccccc1OC(F)F)c1ccc(S(=O)(=O)N2CCCC2)cc1,-8%[11.6 µM],-12,.,-14%,-8%,-15%,-9%
COc1ccccc1NS(=O)(=O)c1cc(-c2cnc(C3CC3)o2)ccc1C,-12%,-11,0%,30%,-20%,3%,-5%
Cc1ccc(OCCOCCn2cnc3ccccc3c2=O)cc1C,.,.,1%,30%,.,1%,.
Cc1cc(C(=O)NC2CCCN(Cc3ccc(Cl)cc3)C2)n(C)n1 (stereo not given),0%,.,2%,22%,1%,3%,-2%
O=C(NCc1ccc(OC(F)(F)F)cc1)c1ccc2c(c1)S(=O)(=O)c1ccccc1C2=O,-19%,65,.,.,-1%,.,.
CCCCNC(=O)c1nc(C2CCN(S(=O)(=O)c3cccc(C(F)(F)F)c3)CC2)oc1-c1cccc(C(F)(F)F)c1,18%,8,.,.,-1%,.,.
O=C1/C(=C/c2ccccc2Cl)SC(=S)N1CCCC(=O)N(CCO)c1ccccc1,?,-91*,3%,77%[activator],-7%,-8%,12%
O=C(CSc1nc2ccccc2[nH]1)Nc1ccccc1F,25%,-100*,7%,59%,0%,-4%,-11%
CCCn1c(COc2cccc(C)c2)nc2ccccc21,.,14,.,.,-5%,17%,-3%
Cc1ccc(C(=O)N/C(=C\c2ccco2)C(=O)NCCc2c[nH]c3ccccc23)cc1,-23%,-1,-5%,-32%,1%,-3%,-1%
COc1ccc(/C=N/Nc2nc(C)c([N+](=O)[O-])c(N(C)c3ccccc3)n2)cc1OC,0%,8,3%,-23%,4%,-7%,-19%
CCC(=O)Nc1cccc(-c2nc3ccc(C)cc3o2)c1,-5%,21,-1%,81%[activator],1%,0%,5%
C[C@H]1CN([C@@H](C)CO)C(=O)CCCn2nncc2CO[C@@H]1CN(C)C(=O)Nc1ccnc(N2CCOCC2)c1,2%,9,.,.,2%,.,.
C=CCN(CC=C)C(=O)C1CCN(Cc2ccc(OCc3ccccc3)cc2)CC1,?,10,3%,122%[activator],19%,-4%,-30%
CC1CCCN(C(=O)COC(=O)c2cccc(NS(=O)(=O)c3ccccc3)c2)C1 (stereo not given),0%,-18,.,-12%,-4%,-10%,1%
Fc1ccccc1Nc1nc2ccccc2o1,20%,97,16µM*,-24%,?,-20%,11%
Cc1cccc(NC(=O)CN2CCN(C(=O)C3CCCO3)CC2)c1C (stereo not given),19%,5,-1%,12%,3%,-3%,-1%
CCCCc1ccc(NC(=O)N2CCNC(=O)C2CC(=O)Nc2ccsc2C(=O)OC)cc1 (stereo not given),1%,7,0%,166%[activator],-5%,-1%,-16%
CN1CCN(c2ccc(C(=O)c3ccc(Br)cc3)cc2[N+](=O)[O-])CC1,?,-68*,0%,110%[activator],1%,1%,1%
CC(=O)Nc1ccc(OCC[n+]2cccc(C(N)=O)c2)cc1,-5%,27,-6%,-1%,0%,4%,-2%
CCOc1ccccc1CNC(=O)CCc1c(C)nn(-c2ccc(N3CCCCC3)nn2)c1C,.,?,.,.,-2%,2%,-2%
COc1ccc(-n2nnnc2-c2nc3ccccc3s2)cc1,13%,?,-8%,-14%,3%,-3%,3%
Cc1cc(N2CCCCC2)nc2ccc(NC(=O)/C=C/c3ccc(OCCC(C)C)cc3)cc12,.,-11,.,.,2%,-1%,0%
CCCCC(=O)NC(=S)Nc1ccc(Cl)c(C(=O)O)c1,-21%,?,-7%,-22%,4%,-3%,0%[57.1 µM]
Cc1cccc(/C=N/n2c(COc3ccccc3)n[nH]c2=S)c1,92%[activator],-31,0%,-28%,?,-3%,-11%
CCN(CC)C(=O)n1c(Cc2ccccc2)nc2ccccc21,-8%,-6,7%,-9%,0%,-9%,1%
COc1cc(/C=C/c2cc(C(F)(F)F)[nH]c(=O)n2)cc(OC)c1OC,8%,-97*,-2%,-30%,-3%,2%,.
Clc1cccc(CSc2nnc(-c3cccnc3)n2Cc2ccco2)c1,0%,-24,6%,34%,-14%,-12%,?
CCOC(=O)c1ccc(NC(=O)CSc2ccc(-c3cccnc3)nn2)cc1,8%,1,3%,38%,1%,0%,3%
O=C(NC1=C(Nc2ccc(Cl)cc2)C(=O)c2ccccc2C1=O)c1ccccc1,-5%,-65*,?,-29%,?,1%,6.3µM*
Cc1c(CCOC(=O)c2cccc([N+](=O)[O-])c2)sc[n+]1CC(=O)c1ccccc1,0%,-30,3%,60%[activator],9%,-6%,-12%
CCc1c(O)nc2ccccn2c1=O,2%,39,-5%,2%,-11%,-8%,-3%
C=CCc1ccc(OCC(O)COc2ccc(CC=C)cc2OC)c(OC)c1,-3%,10,0%,93%[activator],5%,1%,14%
O=C(CN1CCCCC1)Nc1cccc(Oc2ccccc2)c1,-3%,14,-3%,30%,-4%,-6%,-6%
COc1cc(/C=C(\NC(C)=O)C(=O)Nc2ccccc2C)ccc1OC(C)=O,-10%,-12,2%,-3%,6%,-9%,-15%
COCCNC(=O)c1cc(-c2ccccc2C)n(CC2CC(c3cccc([N+](=O)[O-])c3)=NO2)n1 (stereo not given),-1%,18,.,192%[activator],-4%,.,.
CCOC(=O)C1=CCN(S(=O)(=O)c2ccc(C)cc2)[C@H]1c1ccccc1Cl,-2%,-38,.,.,-1%,.,.
C/C(=N/OCc1ccc(Br)cc1)c1ccccn1,8%,-7,-9%,-23%,-10%,?,11%
CC(=O)c1c(C)[nH]c(C(=O)CN2C(=O)NC(C)(c3ccc(C)cc3)C2=O)c1C (stereo not given),-10%,50,-1%,-13%,-1%,-6%,-13%
# (more compounds)
SMILES,AMA1-RON2 inh,HCMV antiviral,LmPK inh,AmpC inh no detg,TbPYK inhibitor,AmpC detergent,Sm TGR inh
Cc1ccc(NC(=S)Nc2ccc(S(=O)(=O)Nc3ncccn3)cc2)c(C)c1,-8%,-32,0%,-7%,-3%,6%,-7%
Cc1c(C=O)c2ccccn2c1C(=O)c1ccc(F)cc1,23%,?,3%,-16%,-8%,1%,8%
Cc1ccc(CN2C(=O)C(C)(C)Oc3ccc(C(=O)N4CCCCC4)cc32)cc1,-9%,42,6%,83%[activator],2%,-5%,1%
O=C(NN1C(=O)/C(=C/c2ccc(O)cc2)SC1=S)c1cccc(O)c1,0%,-1,6%,-40%,0%,?,4%
COc1ccc(NC(=O)CSc2nc(N)c(NC(=O)c3ccccc3F)c(=O)[nH]2)cc1,-2%,-1,2%,-19%,-12%,-6%,-18%
O=C(Nc1cccc(C(=O)N2CCCC2)c1)C1CCC1,15%,-22,.,.,0%,.,.
O=C(NNS(=O)(=O)c1ccc2ccccc2c1)c1cc(-c2ccccn2)nc2ccccc12,106%[activator],4,-2%,-59%,-5%,-10%,-11%

# Hits appear at their usual frequency; 7.4% or so of the library scored in one or more.
